Assay outcomes deposited in PubChem BioAssay by several laboratories.
MEP2-GFP yeast – alters MEP2-GFP fluorescence in TOR pathway yeast screen | S. cerevisiae MEP2-GFP strain, flow cytometry GFP, 3 h; 100% = DMSO control level | GFP response vs DMSO, % at 10 µM | 330,000 tested, 0.51% active;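 active = GFP response versus DMSO above a set limit, roughly screen mean plus 3 SD, cut at about 180% in these data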;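 note: median GFP fluorescence of the barcode-gated MEP2-GFP cells per well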
LAP4 TOR yeast – modulators of TOR pathway LAP4-GFP in S. cerevisiae | S. cerevisiae LAP4-GFP multiplex, flow cytometry GFP, 3 h; median GFP as percent of DMSO wells | GFP response vs DMSO, % at 10 µM | 320,000 tested, 0.34% active;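 active = GFP response vs DMSO above a set limit, about the screen mean plus 3 SD, cut at about 150% in these data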
procasp3 activ – activators of human procaspase-3 | P42574 | recombinant procaspase-3 D3A, Ac-DEVD-pNA absorbance 405 nm | activation, % at 8.5 µM | 330,000 tested, 0.11% active | AID 463141;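 active = activation above the mean of all tested compounds plus 3 SD, cut at about 21% in these data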;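 note: 0% = DMSO alone and 100% = DMSO wells spiked with extra 5 µM PC-3 D3A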
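Technique: 405 nm absorbance of p-nitroaniline, reads at 0 and 120 min; Test system: Procaspase-3 D3A mutant; Incubation: 1 h enzyme-compound preincubation, then 2 h substrate reaction, 25 °C; Repeats: singlicate, each compound tested once; Benchmarks: low control DMSO wells, high control DMSO plus 5 µM PC-3 D3A.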
proCasp7 act – counter-screen for procaspase-3 activators: activators of human procaspase-7; 330,000 tested, 0.093% active; AID 463210; recombinant procaspase-7, Ac-DEVD-pNA absorbance 405 nm; D23A/D198A/D206A triple mutant, cannot self-cleave; scale: DMSO 0, 5 µM enzyme 100; activation, % at 8.5 µM;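 active = percent activation above the screen-wide mean plus 3 SD, cut at about 25% in these data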
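Test system: Procaspase-7 triple mutant (PC-7 D3A). Also added: Ac-DEVD-pNA substrate, 400 µM as added. Schedule: 1 h enzyme–compound preincubation and 2 h substrate reaction, both 25 °C. Signal: p-Nitroaniline absorbance at 405 nm, read at 0 and 120 min. Control set: low DMSO alone, high DMSO plus 5 µM PC-7.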
Yeast superoxide – lowers age-related superoxide in aged yeast cells; 330,000 tested, 0.18% active; superoxide response (% of plate mean), % at 10 µM; S. cerevisiae aged cells, superoxide DHE fluorescence; active compounds read low;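 active = superoxide response under a set limit, about three screen SD below normal, cut at about 65% in these data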;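 note: yeast aged for seven days with compound at 30 °C before DHE staining; 100% = average MFI of all compound-treated wells on the plate with controls excluded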
RPL19A-GFP yeast – alters RPL19A-GFP fluorescence in TOR pathway yeast screen. S. cerevisiae RPL19A-GFP strain, flow cytometry, 3 h; active compounds read low. percent response vs DMSO, % at 10 µM. 330,000 tested, 0.3% active. AID 2025;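 active = percent response vs DMSO below 50%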;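 note: median channel GFP fluorescence of the barcoded RPL19A-GFP strain; ratio of sample median GFP to plate DMSO average so 100% = DMSO; lower means less RPL19A-GFP as with rapamycin TOR inhibition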
AHR act – human AHR activation; P35869; AHR-responsive luciferase reporter cells, luminescence; activation, % at 5 µM; 320,000 tested, 2.5% active; in the data active = activation above about 47%;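 note: 0% = vehicle wells and 100% = reference agonist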
Target sequence (P35869 whole entry, looked up): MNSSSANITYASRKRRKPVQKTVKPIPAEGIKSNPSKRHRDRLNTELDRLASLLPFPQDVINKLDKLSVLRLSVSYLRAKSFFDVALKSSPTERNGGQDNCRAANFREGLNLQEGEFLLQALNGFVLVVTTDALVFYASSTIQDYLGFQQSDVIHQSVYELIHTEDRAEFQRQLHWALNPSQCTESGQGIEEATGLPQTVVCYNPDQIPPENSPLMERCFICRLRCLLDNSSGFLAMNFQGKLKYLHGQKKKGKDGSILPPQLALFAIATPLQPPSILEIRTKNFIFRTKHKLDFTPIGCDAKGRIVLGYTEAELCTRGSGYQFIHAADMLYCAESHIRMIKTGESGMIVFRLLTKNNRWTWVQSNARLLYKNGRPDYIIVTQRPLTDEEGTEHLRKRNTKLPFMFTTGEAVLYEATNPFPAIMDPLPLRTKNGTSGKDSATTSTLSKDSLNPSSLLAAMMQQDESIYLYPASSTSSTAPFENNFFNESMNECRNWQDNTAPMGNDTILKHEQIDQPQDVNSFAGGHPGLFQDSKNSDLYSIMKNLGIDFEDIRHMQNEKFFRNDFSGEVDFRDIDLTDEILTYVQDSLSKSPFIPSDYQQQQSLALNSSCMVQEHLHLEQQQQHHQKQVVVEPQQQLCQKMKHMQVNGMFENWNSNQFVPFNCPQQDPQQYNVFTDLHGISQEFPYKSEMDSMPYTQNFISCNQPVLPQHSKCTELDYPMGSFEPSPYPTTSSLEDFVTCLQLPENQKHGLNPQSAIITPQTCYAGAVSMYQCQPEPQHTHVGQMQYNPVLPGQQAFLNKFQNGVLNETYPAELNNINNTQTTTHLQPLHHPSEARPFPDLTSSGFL
GASC-1 inh – blocks human GASC-1 demethylase activity. GST-JMJD2C(1-420) H3K9me3 demethylation, DELFIA europium. inhibition, % at 2.35 µM. 330,000 tested, 0.069% active. AID 2099;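 active = more than half of a compound's replicate wells show inhibition beyond 50%, single wells judged on their own value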;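 note: signal counts dimethyl H3K9 product captured on neutravidin plate; 0% = median of DMSO wells and 100% = 0.3 times that DMSO median; strong numbers were not always called active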
Starred values were filed as active, the others as inactive; . = no result given; & = joins results of further samples.

Structure | MEP2-GFP yeast | LAP4 TOR yeast | procasp3 activ | proCasp7 act | Yeast superoxide | RPL19A-GFP yeast | AHR act | GASC-1 inh
COc1ccc(C2=NOC(C(=O)Nc3ccc4c(c3)OCO4)C2)cc1 (stereo unspecified) | 103 | 106 | . | . | 89 | 99 | . | -3
CCCNCC1C(Oc2ccc(Cl)cc2Cl)C(=O)N1c1cccc(C)c1C (stereo unspecified) | 101 | 81 | 1 | 12 | 84 | 98 | 1 | 9
C/C(=N/NC(=O)Cc1cccc2ccccc12)c1cccs1 | 106 | 105 | -1 | 11 | 102 | 108 | 25 | 35
CCC1CCCCN1C1Sc2ccc(C(=O)OC)cc2NC1=O (stereo unspecified) | 93 | 107 | -3 | 5 | 96 | 97 | 2 | -3
CCc1c(C)nn(C(=O)/C(C#N)=C\N(C)C)c1C | 102 | 104 | -2 | 3 | 105 | 95 | 5 | 19
Cc1nc(N2CCOCC2)nc(OCCN2CCOCC2)c1[N+](=O)[O-] | 103 | 96 | -12 | 3 | 103 | 98 | 0 | 1
Nc1nc(SCC(=O)Nc2cc(-c3ccccc3)nn2-c2ccccc2)n[nH]1 | 98 | 94 | 9 | 6 | 82 | 97 | 4 | .
Cc1ccsc1/C=N/NC(=O)Nc1ccccc1 | 92 | 126 | 6 | 4 | 93 | 102 | 11 | 10
CN(C)CCN(C(=O)c1ccc2ccccc2c1)c1nc2c(F)cccc2s1 | 93 | 101 | 1 | 14 | 93 | 99 | 4 | 10
O=C(COc1cc(F)ccc1[N+](=O)[O-])NCCN1C(=O)CSC1=O | 97 | 88 | 12 | -11 | 82 | 101 | 4 | -1
COC(=O)[C@@H](NC(=O)Nc1cccc(OC)c1)C(C)C | 96 | 91 | 5 | 1 | 93 | 95 | -1 | 6
COc1ccc(N(CC(=O)NCCSc2ccccn2)S(=O)(=O)c2ccccc2)cc1Cl | 106 | 82 | -3 | 1 | 115 | 99 | 0 | -2
CCCCN(C)C(=O)Cn1ncc2c3ccccc3n(CCC)c2c1=O | 96 | 97 | . | . | 94 | 100 | . | 2
O=S(=O)(Nc1nc(-c2sccc2Cl)cs1)c1cc(Cl)ccc1Cl | 90 | 101 | -4 | -4 | 109 | 98 | 15 | -1
COc1ccccc1CNC(=O)C1CC(=O)N(c2ccc(C)c(C)c2)C1 (stereo unspecified) | 100 | 104 | -10 | 8 | 106 | 97 | 3 | 0
CN(C(=O)COC(=O)/C=C/c1ccccc1[N+](=O)[O-])c1ccccc1 | 92 | 95 | 15 | 1 | 125 | 92 | 1 | -10
CC1CCCN(C(=O)CSc2nnc(-c3ccc(S(=O)(=O)N4CCOCC4)cc3)n2C)C1 (stereo unspecified) | 101 | 97 | 8 | -1 | 103 | 98 | -4 | 1
O=C(O)CCCC(=O)Nc1ccc(Br)cc1C(=O)O | 105 | 97 | 7 | -2 | 139 | 94 | 1 | 1
COc1ccc(C2C([N+](=O)[O-])=C(C)N(C)C(=O)N2C)cc1OC (stereo unspecified) | 91 | 102 | -2 | -4 | 102 | 96 | -1 | 73
CN(C)C(=O)Cn1c(=O)n(C)c2ccccc21 | 99 | 98 | -2 | 5 | 106 | 100 | 0 | -5
O=C1C=C(c2cccs2)C[C@H](c2ccccc2)[C@H]1n1nnc([N+](=O)[O-])n1 | 90 | 92 | 4 | 3 | 105 | 102 | 10 | 2
Cc1ccnc(SCC(=O)N2CCCc3ccccc32)n1 | 99 | 99 | 4 | 16 | 101 | 96 | 6 | -15
O=C(O)c1cc(C(=O)O)c(-c2ccccc2)c(C(=O)O)c1 | 105 | 122 | 8 | -7 | 76 | 114 | 0 | 5
COc1ccc(-c2cn(-c3ccccc3)c3[n+]2CCS3)cc1 | 106&92 | 100&93 | -3&7 | -3&3 | 81&115 | 104&98 | 21&4 | 2&1
O=C(COC(=O)C12CC3CC(CC(O)(C3)C1)C2)Nc1ccc(Cl)c(S(=O)(=O)N2CCOCC2)c1 | 105 | 109 | -3 | 4 | 108 | 103 | 0 | 6
Cc1nn(-c2ccccc2)c(Cl)c1/C=N/N1CCN(c2ccccn2)CC1 | 106 | 89 | 3 | 0 | 123 | 101 | 161* | 1
COc1ccc(NC(=O)CN(c2ccc(Cl)cc2)S(C)(=O)=O)cc1OC | 103 | 97 | . | . | 105 | 104 | . | -8
CCCc1cc(=O)[nH]c(SC(C)C(=O)Nc2ccc3c(c2)OCCO3)n1 (stereo unspecified) | 95 | 93 | 10 | 9 | 83 | 93 | -1 | 14
Cn1c(=O)c2cn(-c3ccccc3)cc2n(C)c1=O | 84 | 87 | -7 | -6 | 102 | 88 | 9 | -1
COC(C/C=C\[C@H](O)[C@H](C)OCc1ccccc1)OC | 97 | 130 | 6 | 5 | 95 | 104 | -1 | 47
C/C(CC(=O)Nc1cccc(C(F)(F)F)c1)=N\NC(=O)C(=O)NCC(C)C | 94 | 90 | 6 | 13 | 94 | 88 | 3 | 3
COCCn1c(SCCCc2ccccc2)nc2c1c(=O)[nH]c(=O)n2C | 100 | 93 | -6 | -3 | 107 | 89 | 5 | 4
Cc1ccc(NC(=S)N/N=C/c2cccn2Cc2ccccc2F)cc1 | 90 | 112 | 7 | 12 | 94 | 95 | 20 | 4
O=C(Nc1ccc(F)cc1F)c1csc(-c2cccs2)n1 | 118 | 104 | 2 | 3 | 95 | 96 | 29 | -3
Cc1ccccc1-c1nc(CN2CCN(C(=O)c3ccco3)CC2)c(C)o1 | 106 | 97 | 6 | -2 | 100 | 105 | 0 | 8
CCOc1ccc(CCNC(=O)Cn2c(-c3nonc3N)nc3ccccc32)cc1OCC | 109 | 98 | 5 | -4 | 89 | 100 | 2 | .
C/C(=N\NC(=S)NC1CCCCC1)c1cccc(Br)c1 | 99 | 98 | 1 | -16 | 91 | 107 | 4 | -5
Cc1ccc(C(=O)CSc2nc3cc(S(=O)(=O)N4CCOCC4)ccc3o2)cc1 | 101 | 97 | -11 | 0 | 116 | 99 | 1 | -9&-1
Cc1cc(C)c(C)c(S(=O)(=O)Nc2cccnc2)c1C | 102 | . | -6 | 1 | 78 | 103 | -1 | 10
O=C(NCc1ccc2c(c1)OCO2)C(=O)NC1CCCCC1 | 80 | 100 | 2 | 5 | 96 | 100 | 0 | -3

Part of the list above, with values under each structure:
Order of results: MEP2-GFP yeast	LAP4 TOR yeast	procasp3 activ	proCasp7 act	Yeast superoxide	RPL19A-GFP yeast	AHR act	GASC-1 inh
> C/C(=N/NC(=O)Cc1cccc2ccccc12)c1cccs1
→ 106	105	-1	11	102	108	25	35
> CCC1CCCCN1C1Sc2ccc(C(=O)OC)cc2NC1=O (stereo unspecified)
→ 93	107	-3	5	96	97	2	-3
> CCc1c(C)nn(C(=O)/C(C#N)=C\N(C)C)c1C
→ 102	104	-2	3	105	95	5	19

(next part)
Structure | MEP2-GFP yeast | LAP4 TOR yeast | procasp3 activ | proCasp7 act | Yeast superoxide | RPL19A-GFP yeast | AHR act | GASC-1 inh
O=C(c1cccs1)N1CCN(Cc2ccncc2)CC1 | 105 | 101 | 3 | -1 | 104 | 101 | 0 | 0
O=C(C/C=N\OCc1ccc([N+](=O)[O-])cc1)Nc1ccccc1 | 96 | 95 | 4 | 18 | 91 | 90 | 0 | 6
CCC(c1nnc(SCC(=O)Nc2cccnc2Cl)n1-c1ccccc1)N(C)C (stereo unspecified) | 105 | 91 | 4 | -4 | 100 | 105 | 1 | 5
COc1ccccc1NC(=O)CC1Nc2ccccc2NC1=O (stereo unspecified) | 103 | 110 | -7 | -4 | 90 | 102 | 56* | 18
COc1cc(Cl)ccc1OCc1cc(C(=O)NCCCN2CCCC2=O)no1 | 98 | 86 | 7 | 5 | 103 | 95 | 28 | -7
COc1cccc(OC)c1C(=O)Nc1cc(C)on1 | 107 | 108 | -1 | 3 | 91 | 100 | 0 | -2
CCc1ccc2nc(SCC(=O)NCC3CCCO3)c(C#N)cc2c1 (stereo unspecified) | 102 | 108 | 1 | -1 | 91 | 106 | 1 | -1
COc1ccccc1CC(=O)c1ccc(OCc2ccccc2)cc1 | 90 | 122 | 6 | 0 | 100 | 97 | 48* | 7
COc1ccc(Oc2nc(-c3cccnc3)nc3ccccc23)cc1 | 93 | 117 | -3 | 2 | 86 | 101 | 4 | 4
COc1cc(C2Nc3ccc4ncccc4c3C3=C2C(=O)CCC3)cc(OC)c1O (stereo unspecified) | 102 | 97 | -19 | -12 | 120 | 103 | 20 | 26
Cc1c2c(nc3c(C(=O)NC4CCCC4)cnn13)CCCC2 | 101 | 105 | 1 | 0 | 111 | 88 | 21 | -1
COc1ccc(C2(c3ccc(OC)cc3)NC(=O)N(CC(=O)NC3CCCC3)C2=O)cc1 | 91 | 90 | 5 | 5 | 113 | 84 | -1 | 0
CCCCCc1nnc(NC(=O)c2ccc3nc[nH]c3c2)s1 | 95 | 95 | 0 | 4 | 91 | 91 | 0 | -10
O=c1cc(-c2ccccc2)[nH]n2cnnc12 | 111 | 92 | -1 | -15 | 129 | 98 | 3 | -15
CC(C)(C)NC(=O)C(=O)NNC(=O)COc1ccc(Br)cc1 | 92 | 84 | 6 | -12 | 94 | 100 | -1 | -6
CCCOC(=O)CSC1=C(C#N)C(c2ccccc2OCC)C(C#N)C(=O)N1 (stereo unspecified) | 95 | 109 | -22 | -12 | 88 | 98 | 3 | 2
Cc1c(C(=O)NCCCN2CCCC2=O)oc2ccccc12 | 96 | 96 | -1 | 8 | 78 | 94 | 7 | 5
O=C(c1ccccc1)c1ccc(C(=O)N2CCN(c3ccccc3)CC2)cc1 | 100 | 78 | . | . | 114 | 98 | . | 13
Cc1cccc(NS(=O)(=O)c2ccc(-c3cnc(C4CC4)o3)cc2)c1C | 105 | 87 | 7 | -7 | 97 | 105 | 11 | 10
Cc1csc(NC(=O)C2CSC3(C)CCC(=O)N23)n1 (stereo unspecified) | 97 | 80 | 1 | 1 | 87 | 97 | 7 | -1
CCOC(=O)c1oc2cc(O)c(CC)cc2c(=O)c1-c1cscn1 | 96 | 86 | 0 | -2 | 109 | 96 | 47 | 0
CCN(CC)c1ccc(CNC23CN4CN(CN(C4)C2)C3)cc1 | 103 | 96 | 3 | -3 | 96 | 103 | 1 | -17
COc1ccc(-n2cc3ccc([N+](=O)[O-])cc3n2)cc1 | 96 | 107 | 3 | 4 | 97 | 94 | 1 | -8
CCOC(=O)c1cc(-c2ccc(OC)cc2)nn1-c1ccc(C(=O)O)cc1 | 90 | 104 | -3 | 5 | 104 | 92 | 0 | 10
CC(C#CCN1CCCCC1)OCCOCc1ccccc1 (stereo unspecified) | 99 | 99 | -2 | 3 | 102 | 92 | 1 | 10
CCOC(=O)Nc1ccc(C(=O)c2ccncc2)cc1 | 104 | 96 | 5 | 0 | 89 | 100 | 3 | -5
O=C(NCc1ccccc1)c1nc[nH]c1C(=O)N1CCc2ccccc2C1 | 94 | 101 | 3 | 14 | 102 | 93 | 3 | -7
O=C(Nc1cccc(C(F)(F)F)c1)OCc1ccncc1 | 97 | 104 | 2 | 1 | 87 | 96 | 24 | 4
